rCAG binder = binders of r(CAG) RNA repeats, primary screen, biochemical, fluorescence; 370,000 tested, 1.3% active; AID 651821, 2012; r(CAG) RNA repeat, TO-PRO-1 dye displacement fluorescence; inhibition, % at 3 µM;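 active means inhibition above the plate cutoff, the mean of all test compounds on that plate plus 3 SD, cut at about 35% in these data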;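 further: 0% = DMSO alone and 100% = 100 µM mitoxantrone as full dye displacement; higher means more dye released from RNA so lower well fluorescence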
mABHD4 FP = ABHD4 inhibitors, primary screen, biochemical, fluorescence polarization, mouse. purified mABHD4, FP-Rh probe fluorescence polarization. inhibition, % at 8.92 µM. AID 720543, 2013. 370,000 tested, 0.54% active;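 active means inhibition exceeding the mean over every tested compound plus 3 SD, cut at about 30% in these data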;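 further: 0% = plate median of compound wells and 100% = S159A mutant with DMSO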
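Test system: mABHD4 protein; Read-out basis: % inhibition; Incubation: 45 min + 60 min at 25 °C; Repeats: single replicate; Technique: fluorescence polarization with parallel and perpendicular emission, 525/598 nm; Compound: 8.92 µM, single dose; Benchmarks: full inhibition S159A mutant plus DMSO, zero as sample-well median.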
Rev-erbA mod = modulators of Rev-erb alpha DNA binding, primary screen, biochemical, FITC-DNA, fluorescence polarization, uHTS; Nuclear receptor subfamily 1 group D member 1 (Homo sapiens), P20393; Rev-erbα–FITC-DNA binding, 90 min; activity, % at 10 µM; 370,000 tested, 0.79% active; AID 1259318, 2017;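 active means activity above about 14%, limit read from the data; passing the limit was not always enough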;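 further: 0% = DMSO wells with 35 nM protein and 100% = DMSO wells with 750 nM protein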
Target sequence (P20393 whole entry, looked up): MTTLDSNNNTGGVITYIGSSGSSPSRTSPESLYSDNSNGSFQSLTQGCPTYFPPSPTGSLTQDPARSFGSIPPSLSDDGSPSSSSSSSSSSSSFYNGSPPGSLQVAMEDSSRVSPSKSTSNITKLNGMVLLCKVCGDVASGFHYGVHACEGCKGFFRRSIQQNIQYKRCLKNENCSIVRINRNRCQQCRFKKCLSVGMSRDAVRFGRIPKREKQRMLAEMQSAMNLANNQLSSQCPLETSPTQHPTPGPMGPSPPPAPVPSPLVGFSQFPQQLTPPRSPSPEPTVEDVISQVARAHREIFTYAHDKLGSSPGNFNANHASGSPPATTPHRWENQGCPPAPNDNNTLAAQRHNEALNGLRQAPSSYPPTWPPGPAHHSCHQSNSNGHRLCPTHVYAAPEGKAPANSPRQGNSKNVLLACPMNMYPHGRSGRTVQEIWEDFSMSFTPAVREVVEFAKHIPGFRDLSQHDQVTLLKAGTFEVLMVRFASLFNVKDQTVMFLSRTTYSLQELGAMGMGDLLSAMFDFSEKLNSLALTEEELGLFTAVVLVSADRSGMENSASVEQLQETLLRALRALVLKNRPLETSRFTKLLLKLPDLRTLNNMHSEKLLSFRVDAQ
TDP2 inh = human TDP2 enzyme inhibitors, primary screen, biochemical, epi absorbance, recombinant enzyme; Tyrosyl-DNA phosphodiesterase 2 (Homo sapiens), O95551; T5PNP hydrolysis, p-nitrophenol absorbance 415 nm; inhibition, % at 12.8 µM; 370,000 tested, 0.34% active; AID 720702, 2013;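 active means inhibition above the mean of all tested compounds plus 3 SD, set per campaign, cut at about 25% in these data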;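 further: 0% = DMSO with enzyme and 100% = buffer with substrate but no TDP2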
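System – recombinant human TDP2 · Amount – 120 nM TDP2 per well · Buffer or medium – Mg2+-containing Tris-HCl buffer, pH 7.5 · Reagent – T5PNP substrate, 5 mM · Dosing – 12.8 µM single point, 1% DMSO · Incubation – 2 h at 37 °C · Measured by – epi absorbance · Read-out basis – percent inhibition · Benchmarks – high control without enzyme, low control DMSO plus TDP2 · Repeats – singlicate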
LEDGF integ inh = blockers of LEDGF/p75-dependent integrase strand transfer – biochemical, TR-FRET, high throughput, primary screen; HIV-1 integrase (with human LEDGF/p75); inhibition, % at 3.7 µM; TR-FRET IN-LEDGF/p75 DNA integration, Eu/Cy5; 370,000 tested, 0.64% active;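 active means inhibition above the screen-wide mean plus 3 SD, cut at about 13% in these data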;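 further: signal is the Cy5 over europium emission ratio at 671 and 618 nm; 0% = plate median of compound wells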
SIAE inh = human SIAE inhibitors, primary screen, biochemical, fluorescence polarization, FP-Rh probe, 1536-well HTS; SIAE FP-Rh probe binding; AID 1053197, 2014; inhibition, % at 9.66 µM; 370,000 tested, 0.69% active; Sialate O-acetylesterase (Homo sapiens), Q9HAT2;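 active means inhibition above a cutoff: mean of compounds within the control limits plus 3 SD of those, cut at about 17% in these data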;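 further: 0% = plate median of compound wells and 100% = probe without SIAE protein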
TCR-CD3 inh = inhibitors of human TCR-CD3 interaction, primary screen, biochemical, fluorescence, TAMRA-labeled TCR probe; T-cell receptor (TCR); inhibition, % at 9.4 µM; 360,000 tested, 0.37% active; AID 651800, 2012; in the data active means inhibition above about 19%;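 further: recombinant mutant TCR 2C K166C tagged with TAMRA read by polarization; 0% = receptor in buffer alone and 100% = receptor with positive control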
HTRA1 inh = HTRA1 serine protease inhibitors, primary screen, biochemical, fluorescence polarization, HTS; Q92743; recombinant HTRA1, FP-rhodamine activity-based probe; inhibition, % at 5.96 µM; 340,000 tested, 0.5% active; AID 504803, 2011; in the data active means inhibition above about 36%;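 further: 0% = enzyme with DMSO and 100% = wells lacking enzyme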
PRMT1 FP inh = PRMT1 methyltransferase inhibitors, primary screen, biochemical, fluorescence polarization. inhibition, % at 2.79 µM. 370,000 tested, 1.3% active. recombinant PRMT1, activity-based probe fluorescence polarization;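 active means inhibition above about 21% made by adding two undisclosed values, limit read from the data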
Target sequence (Q99873 whole entry, looked up): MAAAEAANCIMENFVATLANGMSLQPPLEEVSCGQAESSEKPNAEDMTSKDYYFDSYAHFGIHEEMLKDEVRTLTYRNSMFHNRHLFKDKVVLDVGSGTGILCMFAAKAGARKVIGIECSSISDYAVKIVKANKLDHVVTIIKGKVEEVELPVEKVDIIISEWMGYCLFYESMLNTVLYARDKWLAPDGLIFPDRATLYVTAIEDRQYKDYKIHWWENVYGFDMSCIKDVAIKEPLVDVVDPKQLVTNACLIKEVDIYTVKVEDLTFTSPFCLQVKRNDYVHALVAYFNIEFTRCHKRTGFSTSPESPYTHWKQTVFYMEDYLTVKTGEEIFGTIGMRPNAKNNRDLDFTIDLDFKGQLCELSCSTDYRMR
PG9 binder = binders of HIV-1 gp120 antibody PG9, primary screen, biochemical, TR-FRET; HIV-1 gp120 / PG9 antibody interaction; TR-FRET gp120-PG9 antibody binding; inhibition, % at 6.7 µM; 360,000 tested, 0.43% active; AID 624416, 2012; in the data active means inhibition above about 8.5%
* hit, by the source's call; · = not tested or not shown. These rows are one share of the data (hit frequency here may not be typical).

Each structure is followed by: rCAG binder, mABHD4 FP, Rev-erbA mod, TDP2 inh, LEDGF integ inh, SIAE inh, TCR-CD3 inh, HTRA1 inh, PRMT1 FP inh, PG9 binder
CCOC(=O)N1CCC(NC(=O)C2CCN(c3nc(-c4ccc(OC)cc4)no3)CC2)CC1
  0, 3, 0, -4, -2, -3, -4, 1, 2, 0.2
CCOC(=O)c1nc(N)c(=O)n(-c2ccc(C)cc2)n1
  -2, -7, 1, -7, 2, -3, 7, 3, 1, -0.6
Cc1cccc(NC(=O)C2CCCN(C(=O)NC3CCCCC3)C2)c1C (stereo not given)
  -1, 1, 3, -1, 0, 1, -13, 1, -1, 0.4
Cc1nc2sc(C(c3ccccc3)N3CCC(O)CC3)c(O)n2n1 (stereo not given)
  2, 2, 4, 0, 4, -9, 7, 0, -2, -3.0
Cc1cc(C)n(CC(=O)c2ccc(Cl)cc2)n1
  0, -4, -5, -11, 2, 1, 8, 2, -5, -3.2
CCOc1ccc(CCN2CN(C3CCCCC3)CNC2=S)cc1OCC
  -11, -5, -3, -6, 0, -4, 1, -1, -5, -3.2
COc1cc(C(=O)c2cc3c(cc2C)OCO3)cc(OC)c1OC
  0, 3, -5, -5, -1, 3, -4, ·, 0, -1.8
Cc1ccc(NC(=O)Cn2nc(C)cc2C)cc1
  2, -2, 7, 4, 0, 1, 1, 3, -1, 0.7
CCOc1ccc(N(CC(=O)N2CCN(Cc3ccccc3)CC2)S(C)(=O)=O)cc1
  -3, 0, 0, -9, 2, -7, -5, 3, -3, -0.5
CCCCOc1ccc(C(=O)OCC(=O)N2CCOCC2)cc1
  -1, -20, -3, -14, 2, 3, -7, -7, -4, 0.4
COc1cc(CN2CCc3ccc(NC(=O)CCc4ccccc4OC)cc3C2)ccc1O
  -3, -6, 0, -20, 2, -8, 2, -9, -5, -3.6
Cc1nc(Nc2nc3ccccc3o2)nc2c1CCC2
  2, 16, 4, 3, -2, -1, 5, 0, -3, -2.5
COc1ccc(-c2coc3c(C(=O)NCc4ccco4)cccc23)c(C)c1
  4, -19, -3, -8, -2, -10, 5, ·, -1, 1.8
O=C(c1ccc(F)cc1)C1CCN(C(=O)NC2CCCCC2)CC1
  -6, -1, -4, -11, 1, 1, 7, 0, -2, -0.7
COCCNC(=O)CCCn1c(=O)c2cc(OC)c(OC)cc2n(CC(=O)Nc2ccccc2OC)c1=O
  2, -15, 1, -8, -2, -3, -2, -1, 9, 1.2
Cc1nn(C)c(C)c1Nc1ccc(N2C(=O)C3C4C=CC(C4)C3C2=O)cc1[N+](=O)[O-] (stereo not given)
  -7, 1, 6, 13, -5, -2, -2, 3, 0, -1.8
O=C(O)c1ccc(Oc2ccc(C(F)(F)F)cn2)cc1
  0, 5, -3, 2, -4, 15, -4, 4, 3, 2.6
NC(Cc1ccccc1)C(O)(c1ccccc1)c1ccccc1 (stereo not given)
  -7, -3, -5, -8, 4, 1, -5, -11, -3, 1.3
CN(Cc1ccccc1)C(=O)C1CCCN(c2ncnc3c2nc2n3CCCCC2)C1 (stereo not given)
  -10, 2, -3, 0, -1, 6, -2, -7, 5, -0.8
CCN(CC)S(=O)(=O)c1ccc(C(C)NCC(=O)Nc2ccccc2C(=O)NC2CC2)cc1 (stereo not given)
  1, 0, 3, -22, 2, -1, -5, 1, -2, 1.0
COc1cccc(CNC(=O)CCC(=O)N2CCSc3ccccc32)c1OC
  -1, 0, 2, 0, -3, -5, -10, -1, 4, -1.5
O=[N+]([O-])c1cc(Cl)ccc1NCCc1ccccn1
  -3, 3, 8, -18, -2, 2, 0, -6, -2, -1.6
CCOC(=O)c1cccc(C(=O)Oc2ccccc2)n1
  -4, -4, -1, -6, -2, 5, 6, -1, 1, 0.0
CN1CCC(N(C)C(=O)/C=C/c2cn(-c3ccccc3)nc2-c2cccs2)CC1
  -1, -3, 2, 8, 2, -9, -3, -17, -1, 0.9
CCCCCCCCCCS(=O)(=O)N/N=C/c1ccccc1OC
  4, -15, -4, -7, -4, -8, 5, -52, 1, -1.0
CN(C)c1ccc(C2N(c3ccc(Cl)cc3)C(=O)C3CCCN32)cc1 (stereo not given)
  1, -2, 12, 4, 1, 0, 2, -3, -1, -1.1
CNC(=O)c1c[nH]c2ccc(S(=O)(=O)Nc3cccc(SC)c3)cc2c1=O
  24, -3, -1, 8, 0, -16, 10, -10, -6, 2.4
O=C(CN1CCN(CC(=O)c2ccc(F)cc2)CC1)Nc1ccccc1Cl
  0, 3, 3, -9, -1, -2, 10, -10, -2, 0.1
O=C(N/N=C\C=C\c1ccco1)c1cncc(Br)c1
  8, 6, 3, -14, 11, -2, -6, 5, 2, -4.8
CC(Oc1ccccc1)C(=O)OCC(=O)NC(=O)NCc1ccco1 (stereo not given)
  5, 2, 7, -8, -7, -3, 3, -3, 3, 1.0
Cc1ccc2nc(-c3ccccn3)c(NC3CCCC3)n2c1
  -2, 11, -2, 8, 2, 5, -6, 38*, -1, -2.3
O=C(Nc1ccc(Nc2ccccc2)cc1)C(Cl)(Cl)Cl
  4, -4, 1, -17, -1, 14, -3, 6, 0, -1.1
O=C(c1ccccc1Cl)N(Cc1ccc(Br)cc1)N1C(=O)CCC1=O
  -1, 2, 4, 8, 1, 7, 6, -2, -1, 0.5
COC(=O)Cc1nc2c(N)nc(N)nc2[nH]c1=O
  2, 0, 5, 2, 1, -4, -1, -1, 1, 0.5
COc1cccc(-c2sc3ccc(OC)cc3c2-c2ccc(O)cc2)c1
  11, -26, 2, 2, 3, -7, 2, -3, 1, -0.9
COCC1CCN(C(=O)CCc2nnc(C3(c4ccc(Cl)cc4)CCC3)o2)CC1
  -6, -8, -1, -21, 2, 1, -6, 6, -2, -0.6
COc1ccc(Br)cc1CN1CCN(S(=O)(=O)Cc2ccccc2)CC1
  -8, -2, 6, 0, 1, -5, -1, -4, 1, -2.5
Cc1cc(C(=O)OCC(=O)N2CC(=O)Nc3ccccc32)c(C)n1-c1ccc(F)cc1
  -3, -5, 9, 1, -1, 7, 0, -14, -4, 0.8
Cc1ccc(-c2noc(CN(C(=O)CCCN3C(=O)c4ccccc4C3=O)C(C)C)n2)cc1
  -10, -9, -2, 0, -1, 7, 7, -18, -1, -2.1
Cc1cc(C(=O)NCC(=O)OCC(=O)N(C2CCCCC2)C2CCCCC2)ccc1[N+](=O)[O-]
  -4, 3, -1, 0, -2, 3, 3, -25, 2, -0.8
COC(=O)c1sccc1NC(=O)CC1C(=O)NCCN1C(=O)c1ccc(N(C)C)cc1 (stereo not given)
  -1, 5, 8, -1, -2, 4, 7, 6, 2, -2.4
O=C(Cn1cc(SCc2cccc(Cl)c2)c2ccccc21)N1CCOCC1
  1, -11, 3, -2, -1, 0, 1, 4, 5, -3.2
Cc1cc(C)cc(C(=O)N2CCC(CCC(=O)NC3CC3)CC2)c1
  -7, -1, 2, -14, 1, -6, 2, 9, 0, -1.2
CC/C(=C\c1oc2cc3ccccc3cc2[n+]1CC)Nc1ccccc1
  2, 10, 4, 6, -2, 6, -4, -14, 3, 1.6
Cc1cn(C(=O)c2ccccc2)c(=S)n1-c1ccc(Br)cc1
  -1, -5, 1, -2, -3, -4, -6, -24, 2, 0.6
O=C(CN1C(=O)NC(CCc2ccccc2)C1=O)Nc1cccc(Br)c1 (stereo not given)
  3, -13, -2, 2, 0, -15, -3, -34, 0, -1.6
CC(C)C[C@@]12C(=O)N(c3cccc(Cl)c3)C(=O)N1[C@H](c1ccc(F)cc1)[C@@H]1C(=O)N(C3CCCCC3)C(=O)[C@@H]12
  2, 4, 0, -4, 1, -4, 10, -29, 0, 0.4
Cc1nc(NC(=O)c2cccs2)ccc1Br
  2, 0, 1, 6, 0, -8, -5, -8, 2, -0.8
Cc1ccc(S(=O)(=O)NCC(C)n2cncn2)cc1C (stereo not given)
  1, -6, 4, -21, -4, 4, -3, 3, 8, -0.5
Cn1c(=O)c2c(SCc3ccccn3)nc(CC(C)(C)C)nc2n(C)c1=O
  0, -4, 5, -3, 0, 1, -1, -10, 2, -1.9
COC(=O)c1ccc(N2C(=O)CC(N(C)Cc3ccccc3)C2=O)cc1 (stereo not given)
  -1, 0, 4, -2, -1, 1, 3, 5, 7, -0.9
O=C(COC(=O)c1cccc([N+](=O)[O-])c1)NC1CCCC1
  2, 4, 1, 0, -2, -5, -3, -5, 4, 2.3

Part of the list above in order of length of the SMILES, largest number first.
Each structure is followed by: rCAG binder, mABHD4 FP, Rev-erbA mod, TDP2 inh, LEDGF integ inh, SIAE inh, TCR-CD3 inh, HTRA1 inh, PRMT1 FP inh, PG9 binder
CC(C)C[C@@]12C(=O)N(c3cccc(Cl)c3)C(=O)N1[C@H](c1ccc(F)cc1)[C@@H]1C(=O)N(C3CCCCC3)C(=O)[C@@H]12
  2, 4, 0, -4, 1, -4, 10, -29, 0, 0.4
Cc1cc(C(=O)NCC(=O)OCC(=O)N(C2CCCCC2)C2CCCCC2)ccc1[N+](=O)[O-]
  -4, 3, -1, 0, -2, 3, 3, -25, 2, -0.8
COC(=O)c1sccc1NC(=O)CC1C(=O)NCCN1C(=O)c1ccc(N(C)C)cc1 (stereo not given)
  -1, 5, 8, -1, -2, 4, 7, 6, 2, -2.4
COC(=O)c1ccc(N2C(=O)CC(N(C)Cc3ccccc3)C2=O)cc1 (stereo not given)
  -1, 0, 4, -2, -1, 1, 3, 5, 7, -0.9
O=C(CN1C(=O)NC(CCc2ccccc2)C1=O)Nc1cccc(Br)c1 (stereo not given)
  3, -13, -2, 2, 0, -15, -3, -34, 0, -1.6
O=C(Cn1cc(SCc2cccc(Cl)c2)c2ccccc21)N1CCOCC1
  1, -11, 3, -2, -1, 0, 1, 4, 5, -3.2
CC/C(=C\c1oc2cc3ccccc3cc2[n+]1CC)Nc1ccccc1
  2, 10, 4, 6, -2, 6, -4, -14, 3, 1.6
Cc1cn(C(=O)c2ccccc2)c(=S)n1-c1ccc(Br)cc1
  -1, -5, 1, -2, -3, -4, -6, -24, 2, 0.6
Cc1ccc(S(=O)(=O)NCC(C)n2cncn2)cc1C (stereo not given)
  1, -6, 4, -21, -4, 4, -3, 3, 8, -0.5
Cc1nc(NC(=O)c2cccs2)ccc1Br
  2, 0, 1, 6, 0, -8, -5, -8, 2, -0.8
